AMA1 RON2 block: inhibitors of Plasmodium falciparum AMA1-RON2 interaction | AID 720542 | Potency, µM (series often up to 58.2 µM), for inactives: at the top dose activity change, negative = inhibition, hits mostly inhibitors | actives 0.2% (n = 360,000) | AlphaScreen AMA1-biotinylated RON2 peptide binding;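 also: potency is read from the fitted curve at half-maximal effect; 0% = vehicle wells and -100% = peptide control; nearly all actives have a fitted effect of over 45% in size; some results filed as inactive show a strong effect at the top dose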
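AMA1 (3D7) with his tag at 25 nM final met compounds first, then biotinylated RON2 peptide at 25 nM; detection used donor plus acceptor beads, 10 µg/mL apiece, read by AlphaScreen after 30 min at room temperature.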
HCMV antiviral: inhibitors of human cytomegalovirus. HFF cells, HCMV-luciferase reporter, 72 h; hits give low values. activity change, negative = inhibition, % at 57.5 µM. actives 4.5% (n = 410,000). AID 1259415; in the data active = activity change below about -60%; inconclusive = no clear call, values can overlap the other calls; inactive = above about -39%
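Two compound doses tested in HFFs infected with HCMV-luciferase, MOI 1 PFU/cell, 72 h at 37C. Lysate luminescence read with OneGlo; data normalized against buffer-only and 10uM Salinomycin inhibitor controls.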
FBPA Giardia inh: inhibitors of Giardia lamblia fructose-1,6-bisphosphate aldolase; Potency, µM (highest dose often 59.6 µM), without a hit: at the top dose activity, negative = inhibition, usual class: inhibitors; purified Giardia FBPA; actives 0.71% (n = 290,000); A8B2U2; also: potency is read from the fitted curve at half-maximal effect; nearly all actives have a fitted effect of over 55% in size
Target sequence (A8B2U2 whole entry, looked up): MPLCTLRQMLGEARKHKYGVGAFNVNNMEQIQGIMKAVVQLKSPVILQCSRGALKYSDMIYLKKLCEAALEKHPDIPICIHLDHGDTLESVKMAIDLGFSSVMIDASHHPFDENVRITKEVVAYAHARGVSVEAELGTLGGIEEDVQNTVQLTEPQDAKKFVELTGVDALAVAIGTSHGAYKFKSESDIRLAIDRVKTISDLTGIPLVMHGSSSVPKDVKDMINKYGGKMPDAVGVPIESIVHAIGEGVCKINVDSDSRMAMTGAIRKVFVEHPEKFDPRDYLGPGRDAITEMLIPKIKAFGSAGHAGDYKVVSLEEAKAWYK
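40 nM FBPA preincubated 10 min at RT with compound (up to 57.5 uM final), then substrate plus GAPDH/TPI/NAD/arsenate coupling and diaphorase/resazurin added. Fluorescence read after 20 min at RT, 525/598 nm.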
AmpC detergent: blocks E. coli AmpC beta-lactamase in detergent assay; AmpC hydrolysis of nitrocefin, absorbance 480 nm, 0.01% Triton; Potency, µM (highest dose often 114 µM), inactives show at the highest dose activity change, negative = inhibition, hits mostly inhibitors; actives 0.041% (n = 370,000); AID 485294;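 also: potency is read from the fitted curve at half-maximal effect; 0% = no-compound wells and -100% = no-enzyme wells; nearly all actives have a fitted effect of over 25% in size; some results filed as inactive show a strong effect at the top dose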
Target sequence (P00811 whole entry, looked up): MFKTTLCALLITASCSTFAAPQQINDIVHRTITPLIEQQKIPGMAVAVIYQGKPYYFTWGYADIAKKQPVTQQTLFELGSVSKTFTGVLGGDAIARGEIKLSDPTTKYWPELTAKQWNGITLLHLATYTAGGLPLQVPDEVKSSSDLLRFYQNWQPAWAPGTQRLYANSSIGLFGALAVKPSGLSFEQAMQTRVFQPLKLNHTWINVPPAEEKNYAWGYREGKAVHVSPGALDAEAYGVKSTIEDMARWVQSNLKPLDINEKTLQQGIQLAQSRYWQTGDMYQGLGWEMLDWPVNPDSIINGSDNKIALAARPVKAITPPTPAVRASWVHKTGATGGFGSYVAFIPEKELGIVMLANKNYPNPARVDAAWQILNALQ
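AmpC (5.3 nM in the dispensed reagent) in 20 mM phosphate pH 7.0 with 0.01% (detergent screen) or 0.0001% Triton X-100 was preincubated with compounds for 15 min at room temperature. Nitrocefin was then added from an 800 uM solution, and hydrolysis was followed at 480 nm.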
Sm TGR block: S. mansoni TGR enzyme inhibition; purified TGR, DTNB reduction, TNB absorbance 405 nm; actives 3% (n = 360,000); Potency, µM (series often up to 114 µM), for inactives: at the top dose activity change, negative = inhibition, actives largely listed as inhibitors; also: potency is read from the fitted curve at half-maximal effect; nearly all actives have a fitted effect of over 60% in size
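Kinetic colorimetric format: TGR-catalysed, NADPH-driven DTNB reduction monitored via TNB absorbance. Enzyme dispensed at 20 nM; compound exposure 15 min at room temperature before reaction start.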
HCV inhibitor: inhibitors of hepatitis C virus infection. Huh7.5.1 HCVcc-Cre infection, luciferase reporter, 44 h. Potency, µM (top dose mostly 41.8 µM), for the others: at the top dose activity change, negative = inhibition, most hits filed as inhibitors. actives 3.4% (n = 340,000); also: potency is read from the fitted curve at half-maximal effect
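Infectious HCVcc-Cre (~0.5 moi) was added to cells just after compound, with cells seeded 4 h earlier at 1,000 per well. Luciferase activity after 44 h culture reported infection; substrate was incubated 15 min at room temperature before reading.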
* = called active by the depositor; u = inconclusive; x = no result given; & = joins results of further samples; [ ] = dose if it differs, or a comment. Unless noted, calls follow the shape of the dose curve; as a rule, active = well fitted curve in the direction sought with a large enough effect; inconclusive = small, poorly fitted or top-dose-only effect, or another doubt; inactive = no such curve, though single readings can be large; an effect the other way counts as inactive or inconclusive. Unless noted, % is scaled to controls: 0 for no effect and ±100 for the full control effect.

SMILES | AMA1 RON2 block | HCMV antiviral | FBPA Giardia inh | AmpC detergent | Sm TGR block | HCV inhibitor
Cc1cn2c(=O)c(S(=O)(=O)NCc3ccc(F)cc3)c(C)nc2s1 | x | 7 | x | 20% | 5% | x
Cc1ccc(S(=O)(=O)Nc2cc3c(cc2N2CCOCC2)n(C)c(=O)c(=O)n3C)cc1 | 7% | 40 | x | 1% | -5% | -4%
Cc1ccc(NC(=O)CCC(=O)NNC(=O)c2ccccc2[N+](=O)[O-])c(C)c1 | 29% | -29 | 4% | -1% | -1% | 16%
O=C(Nc1ccccc1F)C1CCCN(S(=O)(=O)c2ccc(-n3cnnn3)cc2)C1 (stereo unspecified) | 1% | 12 | 9% | -2% | 10% | -2%
O=C(OCC(=O)N1CCC(Cc2ccccc2)CC1)c1cc(Cl)ccc1O | -5% | -34 | x | -8% | -2% | -4%
CC(=O)Nc1ccc(S(=O)(=O)N2CCN(C(=O)c3ncoc3-c3ccc(F)cc3)CC2)cc1 | 4% | 15 | 6% | -10% | -12% | -13%
N#CNC(=Nc1cccc(C(F)(F)F)c1)SCc1ccc(C(=O)O)cc1 | 12% | 36 | 17% | 1% | 0% | 3%
CC(C)(C)C(=O)Nc1ccc(-c2csnn2)cc1 | 7% | 42 | 3% | -1% | -17% | -13%
CCOC(=O)/C(C#N)=C\c1c(OCC)n(CC)c2ccccc12 | -24% | -69* | 0% | -1% | -26% | u
COc1cc(/C=N/NC(=O)CC2(C)OCCCO2)ccc1OCc1ccccc1 | 5% | u | 2% | -15% | 2% | u
O=C(CN1C(=O)c2ccccc2C1=O)NCC(=O)Nc1ccccc1 | 2% | 3 | x | x | x | 25%
CCN1CCCC1CNC(=O)CSCc1nc(-c2ccccc2C)oc1C (stereo unspecified) | 17% | -3 | -6% | 0% | 18% | u
CC(C)CC(=O)Nc1nnc(SCC(=O)NCc2ccco2)s1 | -19% | -1 | 2% | -14% | 2% | 0%
CCOC(=O)c1sc(NC(=O)c2nc3nc(C)cc(C(F)F)n3n2)c(C(=O)OC(C)C)c1C | x | -22 | x | 17% | -2% | x
O=C(CSc1nnc(Nc2ccccc2F)s1)NCC1CCCO1 (stereo unspecified) | 16% | -7 | x | x | x | -7%
O=C(Nc1ccc2c(c1)CCCN2C(=O)c1cccs1)c1ccccc1 | 0% | -36&-23 | 5% | u | -2%&1% | 32µM*
CC(C)n1ncc2c(C(=O)N3CCN(c4ccc(F)cc4)CC3)cc(-c3ccccc3)nc21 | -13% | -70* | x | -8% | 1% | -10%
O=C(NC(Cc1ccccc1)C(=O)O)/C(=C/c1ccccc1)NC(=O)c1ccccc1 (stereo unspecified) | 2% | -25 | 0% | -14% | -5% | 11%
COc1ccc(C)cc1NC(=S)NN1CCN(C)CC1 | 19% | -8 | -2% | u | -12% | -9%
CCOc1ccc(S(=O)(=O)N2CCc3cc(OC)c(OC)cc3C2)cc1 | -7% | 23 | 2% | u | -2% | -25%
O=C(CNC(=O)c1ccc(Cl)cc1)Nc1ccc(Br)cc1C(=O)c1ccccc1 | -11% | -33 | 1% | -15% | -4% | -6%
Cc1cc2c(=O)c(C(=O)c3ccncc3)cn(CC(=O)Nc3cccc(C)c3C)c2cc1C | x | -6 | x | 28% | -2% | x
O=C(N/N=C/c1ccccc1Cl)C1CC1 | 1% | 20 | -5% | -8% | -18% | 9%
COC(=O)CC1(C(=O)OC)Oc2ccc(Br)cc2C(=O)N1c1cc(Cl)cc(Cl)c1 (stereo unspecified) | -4% | 30 | -9% | -5% | 0% | u
CCOC(=O)c1c(C)[nH]c(CCC(=O)Nc2ccc(Cl)cc2C)c1C | x | 9 | x | 15% | 3% | x

A stretch from the list above, for reference:
SMILES | AMA1 RON2 block | HCMV antiviral | FBPA Giardia inh | AmpC detergent | Sm TGR block | HCV inhibitor
Cc1cn2c(=O)c(S(=O)(=O)NCc3ccc(F)cc3)c(C)nc2s1 | x | 7 | x | 20% | 5% | x
Cc1ccc(S(=O)(=O)Nc2cc3c(cc2N2CCOCC2)n(C)c(=O)c(=O)n3C)cc1 | 7% | 40 | x | 1% | -5% | -4%
Cc1ccc(NC(=O)CCC(=O)NNC(=O)c2ccccc2[N+](=O)[O-])c(C)c1 | 29% | -29 | 4% | -1% | -1% | 16%
O=C(Nc1ccccc1F)C1CCCN(S(=O)(=O)c2ccc(-n3cnnn3)cc2)C1 (stereo unspecified) | 1% | 12 | 9% | -2% | 10% | -2%
O=C(OCC(=O)N1CCC(Cc2ccccc2)CC1)c1cc(Cl)ccc1O | -5% | -34 | x | -8% | -2% | -4%
CC(=O)Nc1ccc(S(=O)(=O)N2CCN(C(=O)c3ncoc3-c3ccc(F)cc3)CC2)cc1 | 4% | 15 | 6% | -10% | -12% | -13%

The results go on.
SMILES | AMA1 RON2 block | HCMV antiviral | FBPA Giardia inh | AmpC detergent | Sm TGR block | HCV inhibitor
Cc1ccc(CNC(=O)C2CCCN(S(=O)(=O)c3ccc(-n4cnnn4)cc3)C2)cc1 (stereo unspecified) | -2% | 10 | x | 0% | 9% | 6%
COc1cccc(-c2nc(SCC(=O)NC3CCCC3)c(-c3ccc(C)cc3)[nH]2)c1 | x | -29 | x | 16% | 0% | x
CC(C)c1nnc(NC(=O)C2CCN(C(=O)c3ccco3)CC2)s1 | -3% | 60 | 8% | 1% | -2% | 5%
CCCCN(C)C(=O)c1ccc2c(c1)NC(=O)C(CC(C)C)N2 (stereo unspecified) | x | 22 | x | 0% | -8% | x
Cc1cc(C)cc(C(=O)Nc2nnc(SCC(=O)N3CCCc4ccccc43)s2)c1 | 9%[2.32 µM] | 4 | 20% | -3% | 1% | 2%
Clc1ccc(C2CC(c3cccs3)n3ncnc3N2)cc1Cl (stereo unspecified) | 3% | 0 | -16% | u | -31% | -1%
CC(C(O)c1cc(=O)c(OCc2ccccc2)co1)[N+](=O)[O-] (stereo unspecified) | -2% | 43 | x | x | x | 12%
Nc1c(-c2nc(-c3ccccc3)no2)nnn1CC(=O)Nc1cccc(F)c1 | x | 9 | x | 11% | -11% | x
S=c1[nH]nc(-c2cc(-c3ccccc3)n[nH]2)n1/N=C/c1cccs1 | 63%[activator] | 41 | 7% | -1% | 10% | -12%
Cc1ccc(N2CC(C(=O)OCC(=O)c3ccc(C)c([N+](=O)[O-])c3)CC2=O)cc1 (stereo unspecified) | -11% | -10 | x | u | 0% | 0%
CCc1ccccc1NC(=O)C1CCC(CNS(=O)(=O)c2ccc3c(c2)CC(C)N3C(C)=O)CC1 (stereo unspecified) | x | 23 | x | 12% | 3% | x
COc1ccc(Cl)c(Cn2c(NCCCN(C)C)nc3c2c(=O)n(C)c(=O)n3C)c1 | 16% | -18 | 0% | u | -2% | 19%
COC(=O)c1c(N)nc(C)n1-c1ccc(OC)cc1 | -10% | -35 | 1% | 3% | 12% | 8%
CCCn1c(-c2cccs2)nc2ccccc21 | 89%[activator] | -10 | -8% | 0% | -15% | u
CCOc1cc(OCC)cc(C(=O)Nc2cccc(C(C)=O)c2)c1 | 5% | 21 | 5% | 0% | 4% | u
Cn1nc(NC(=O)C(C)(C)C)c2c(F)cccc21 | 4% | 19 | 7% | -3% | 4% | 21%
COc1ccc(C(=O)CC(=O)c2ccccc2)cc1 | 34%[activator] | 38 | x | x | x | -10%
CCc1ccc2nc(N(CCCN(C)C)C(=O)c3ccc4c(c3)OCCO4)sc2c1 | -6% | -16 | -19% | 8% | 9% | u
CN(C)CCCN1C(=O)C(O)=C(C(=O)c2cccs2)C1c1cccc([N+](=O)[O-])c1 (stereo unspecified) | x | x | -1% | 4% | -3% | x
Cc1ccc(S(=O)(=O)N(C)C)cc1NC(=O)COc1cccc(-n2cnnn2)c1 | -4% | -31 | x | -15% | -13% | -12%
CCCC(C(=O)NC1CCCC1)N(Cc1ccccc1Cl)C(=O)c1snc(C(N)=O)c1N (stereo unspecified) | -1% | u | 1% | 3% | -2% | -23%
CC(C(=O)NCCN1CCOCC1)(c1ccccc1)c1ccccc1 | -4% | -28 | -1% | -11% | x | 36%[activator]
O=[N+]([O-])c1cccc(/C=N/n2cnnc2)c1 | -1% | -2 | 3% | -7% | -16% | 6%
O=C(c1ccco1)N1CCN(Cc2cc(=O)c(OCc3ccccc3)co2)CC1 | 17% | -27 | x | 0% | -25% | 19%
O=C(COC(=O)C1CCCCC1)Nc1cc([N+](=O)[O-])ccc1F | -6% | 33 | -2% | -10% | -1% | 7%

Next part (2 carried over from the part before).
SMILES | AMA1 RON2 block | HCMV antiviral | FBPA Giardia inh | AmpC detergent | Sm TGR block | HCV inhibitor
O=C(c1ccco1)N1CCN(Cc2cc(=O)c(OCc3ccccc3)co2)CC1 | 17% | -27 | x | 0% | -25% | 19%
O=C(COC(=O)C1CCCCC1)Nc1cc([N+](=O)[O-])ccc1F | -6% | 33 | -2% | -10% | -1% | 7%
O=C(c1ccccn1)c1cc2ccccc2n1S(=O)(=O)c1ccccc1 | 0% | 12 | -19% | -8% | -8% | -1%
Cc1nc2nc(C)c(NS(=O)(=O)c3ccc(Cl)s3)c(=O)n2[nH]1 | 3% | -15 | -21% | 0% | -9% | 7%
O=C1C2C3c4ccccc4C(c4ccccc43)C2C(=O)N1CN1CCOCC1 (stereo unspecified) | 4% | 61 | 9% | 5% | 0% | -9%
COC(=O)c1cn(CC(=O)N2C(C)CCCC2C)c2ccccc12 (stereo unspecified) | 14% | 4 | 10% | u | -2% | -1%
CC(c1nnc(SCC(=O)Nc2ccc3[nH]c(=O)[nH]c3c2)n1Cc1ccccc1)N(C)C (stereo unspecified) | 3% | -9 | 2% | -17% | 17%[11.4 µM] | 18%
CCCN1CCN(CCCNC(=O)c2cnn(-c3ccc(C)cc3)c2-n2cccc2)CC1 | x | u | x | 21% | 4% | x
CCCCN(C)C(=O)CCC(=O)NNc1nc2ccccc2c2nc(C)nn12 | 52%[activator] | 5&78 | 2% | -1%&-2% | 1%&-18% | 3%
COC(=O)c1ccc(NC(=O)CCc2c(C)nn(-c3ccc(N4CCOCC4)nn3)c2C)cc1 | x | 47 | x | 17% | -3% | x
CC(=O)Nc1ccc(OCCF)cc1 | 1% | -11 | 2% | 4% | 6% | 1%
O=S(=O)(N/N=C/c1ccc(N2CCOCC2)cc1)c1ccc(Br)cc1 | -1% | -27 | 3% | u | 1% | 6%
C=CCSC(CC)(CC)C(N)=O | 10% | -17 | 4% | -1% | -4% | 10%
CC(C)COc1ccc(C(=O)Nc2ncn[nH]2)cc1 | 72%[activator] | 5 | 7% | -7% | -4% | 0%
